# From PubChem BioAssay
# IMP-1 inh: inhibitors of Pseudomonas aeruginosa IMP-1 metallo-beta-lactamase; inhibition, % at 5.6 µM; purified IMP-1, nitrocefin hydrolysis, epi-absorbance fluorescence; AID 1556; actives 0.45% (n = 290,000);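 active means inhibition above the mean plus 3 SD of all compounds in the same screening run, cut at about 4.5% in these data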;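 further: 0% = IMP-1 with DMSO and 100% = DMSO wells lacking enzyme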
#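 System: purified IMP-1; amount: IMP-1 0.2 nM before substrate addition; compound: single dose, 5.6 µM; times: 25 °C, 15 min preincubation, 25 min reaction; signal: Epi-absorbance via hydrolysed-nitrocefin quenching of white-plate fluorescence, 480/530 nm, EDTA stop; benchmarks: DMSO with and without IMP-1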
# pCIP destab: compounds decreasing mouse p/CIP protein stability | F442A p/CIP-EGFP cells, EGFP fluorescence, 16 h | actives 0.01% (n = 290,000) | Q05BA5 | decrease of EGFP signal, % at 10 µM;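 active means EGFP signal decrease of at least 30% at 10 µM or well 3 SD below plate mean, unless failing retest; inactive means the rest, including hits failing retest or dose response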; further: some compounds called inactive have numbers as strong as hits; many of its hits are not listed in these tables
# Target sequence (Q05BA5 1-1403): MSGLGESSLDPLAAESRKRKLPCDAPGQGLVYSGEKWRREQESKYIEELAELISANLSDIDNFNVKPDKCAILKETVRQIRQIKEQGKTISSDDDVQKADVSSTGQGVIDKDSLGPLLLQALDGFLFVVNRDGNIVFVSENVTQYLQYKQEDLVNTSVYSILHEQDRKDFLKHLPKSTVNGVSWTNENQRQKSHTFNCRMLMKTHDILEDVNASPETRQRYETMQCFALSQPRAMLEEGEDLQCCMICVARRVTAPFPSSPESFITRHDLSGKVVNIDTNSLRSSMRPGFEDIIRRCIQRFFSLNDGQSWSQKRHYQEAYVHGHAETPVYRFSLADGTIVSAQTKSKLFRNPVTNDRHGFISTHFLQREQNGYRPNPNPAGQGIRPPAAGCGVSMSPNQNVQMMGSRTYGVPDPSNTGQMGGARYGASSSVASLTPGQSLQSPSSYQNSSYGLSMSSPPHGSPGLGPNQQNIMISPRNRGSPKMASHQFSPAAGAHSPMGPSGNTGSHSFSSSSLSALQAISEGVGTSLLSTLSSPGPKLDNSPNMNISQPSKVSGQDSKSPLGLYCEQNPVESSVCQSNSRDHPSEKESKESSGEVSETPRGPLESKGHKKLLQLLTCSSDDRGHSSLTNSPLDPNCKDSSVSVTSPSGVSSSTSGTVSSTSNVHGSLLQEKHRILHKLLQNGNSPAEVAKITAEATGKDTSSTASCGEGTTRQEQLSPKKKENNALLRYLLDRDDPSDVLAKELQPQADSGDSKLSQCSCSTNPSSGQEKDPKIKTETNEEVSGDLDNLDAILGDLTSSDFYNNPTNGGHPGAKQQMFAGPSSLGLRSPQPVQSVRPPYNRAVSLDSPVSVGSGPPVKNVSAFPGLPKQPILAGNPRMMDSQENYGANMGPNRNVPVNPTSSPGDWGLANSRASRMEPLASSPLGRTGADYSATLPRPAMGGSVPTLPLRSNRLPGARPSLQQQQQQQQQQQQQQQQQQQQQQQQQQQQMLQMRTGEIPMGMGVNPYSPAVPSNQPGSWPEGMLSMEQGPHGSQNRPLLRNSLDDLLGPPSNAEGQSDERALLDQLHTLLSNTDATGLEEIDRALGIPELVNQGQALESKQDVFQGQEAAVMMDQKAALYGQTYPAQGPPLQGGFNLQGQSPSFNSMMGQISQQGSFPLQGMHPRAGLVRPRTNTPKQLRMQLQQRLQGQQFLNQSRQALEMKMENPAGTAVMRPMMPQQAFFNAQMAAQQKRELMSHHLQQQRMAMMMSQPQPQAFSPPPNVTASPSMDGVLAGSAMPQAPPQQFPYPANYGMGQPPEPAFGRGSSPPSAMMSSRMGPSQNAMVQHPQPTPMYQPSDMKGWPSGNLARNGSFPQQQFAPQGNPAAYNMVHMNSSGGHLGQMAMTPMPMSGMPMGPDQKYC
# IDE cell inh: cellular human IDE inhibition. actives 0.41% (n = 320,000). AID 434962. HEK cells, FAbetaB cleavage, fluorescence polarization. inhibition, % at 5.59 µM;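 active means percent inhibition above the average of all tested compounds plus 3 SD, set per screening campaign, cut at about 16% in these data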;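 further: IDE supplied by intact live HEK cells; FP after avidin binding of uncleaved biotin substrate so inhibition keeps polarization high; 0% = DMSO wells and 100% = 60 µM reference IDE inhibitor Ii1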
# IDE cell activ: activators of human insulin-degrading enzyme in cells; P14735; HEK cells, FAbeta-B cleavage, fluorescence polarization; 0% vehicle, 100% cell-free pure enzyme wells; activation, % at 5.96 µM; actives 0.073% (n = 340,000); AID 493087;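 active means activation above the mean of all tested compounds plus 3 SD, set per screening campaign, cut at about 17% in these data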
# GPR7 antag: human neuropeptides B/W receptor 1 antagonism | GPR7-expressing cells, fluorescence antagonist assay | inhibition, % at 4.4 µM | actives 1.1% (n = 290,000) | P48145; in the data active means inhibition above about 16%, passing the limit was not always enough;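 further: cells stimulated with the agonist NPW; 0% = agonist with vehicle and 100% = vehicle without agonist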
# NALP1 yeast inh: NALP1 inhibition. S. cerevisiae NALP1/ASC/caspase-1 growth, X-gal OD620, 72 h. inhibition, % at 10 µM. actives 0.61% (n = 280,000). AID 2071; in the data active means inhibition mostly above about 24%, no sharp cut-off; inactive means mostly below about 32%; further: some compounds called inactive have numbers as strong as hits
# PHOSPHO1 block: PHOSPHO1 (human) inhibition | Q8TCT1 | recombinant PHOSPHO1, absorbance phosphatase assay | inhibition, % at 13.3 µM | actives 1.1% (n = 290,000) | AID 1565; in the data active means inhibition above about 60%
# PfM18AAP inh: PfM18AAP enzyme inhibition | recombinant PfM18AAP, H-Glu-NHMec fluorogenic cleavage | inhibition, % at 7.35 µM | actives 1.2% (n = 290,000);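 active means inhibition above the campaign mean inhibition over all tested compounds plus 3 SD, cut at about 28% in these data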;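 further: 0% = plate median of test compound wells and 100% = 2 mM ZnCl2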
# VIM-2 inh: blocks Pseudomonas aeruginosa VIM-2 metallo-beta-lactamase. actives 0.89% (n = 290,000). AID 1527. inhibition, % at 5.6 µM. purified VIM-2, nitrocefin hydrolysis, epi-absorbance fluorescence;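 active means inhibition above the mean of all tested compounds plus 3 SD, cutoff set per screening run, cut at about 7.5% in these data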;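 further: red hydrolysis product quenches plate fluorescence so inhibitors raise well fluorescence; 0% = enzyme with DMSO and 100% = DMSO without enzyme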
# Active calls of the source: *; / = not tested or not shown; & = joins results of further samples. The order is random; 5.3% or so of the library scored in one or more.
IMP-1 inh	pCIP destab	IDE cell inh	IDE cell activ	GPR7 antag	NALP1 yeast inh	PHOSPHO1 block	PfM18AAP inh	VIM-2 inh	mol
-2.7	-2	-1	2	-12	21	-51	1	-3.4	COc1ccc(OC)c(N=CC2=C(O)CC(C)(C)CC2=O)c1
-1.9	-12	-2	1	-10	11	-19	-7	-0.8	COc1ccc(-c2nnc(Nc3ccc(OC)c(C(=O)N4CCCCC4)c3)c3ccccc23)cc1
-0.2	4	-4	-4	-8	1	29	-16	-0.5	COc1cccc(NC(=O)C2C3C=CC(C3)C2C(=O)O)c1 (centres undefined)
1.3	-20	-4	-2	3	3	24	-2	-1.1	O=S(=O)(c1ccccc1)N1CCN(C/C=C/c2ccccc2)CC1
-0.3	0	-3	4	8	/	-20	1	0.8	O=C(NC1CCCC1)c1cc2nc(-c3ccccc3)cc(-c3ccccc3)n2n1
-2.0	-2	0	-2	-1	-32	27	-13	-1.2	CC12CCC(C/C1=N/NC(=O)Nc1ccccc1)C2(C)C (centres undefined)
-1.4	2	-1	2	-3	-5	1	-11	-1.8	Cc1cc(C)nc(N(C#N)Cc2ccc([N+](=O)[O-])cc2)n1
-3.1	-18	4	-6	-11	6	31	5	-7.1	COc1ccccc1C(C)N(C)Cc1nc(COc2ccccc2)no1 (centres undefined)
-1.9	3	4	3	-13	7	24	6	-0.5	Cc1c(CC(=O)N2CCN(C(=O)C3COc4ccccc4O3)CC2)c(=O)oc2cc(O)ccc12 (centres undefined)
-3.3&-1.3	-16&-14	-1&-2	5&3	-6&11	11&1	33&12	-3&-5	-1.6&-1.1	Fc1ccc(SCCc2ccncc2)cc1
-0.7	-6	1	-1	20	14	-27	2	-2.6	COc1cc(/C=C(/C#N)c2ccc(F)cc2)ccc1OCc1ccc(C(=O)O)o1
-3.5	-14	-5	7	-7	10	-3	3	-0.9	CC(=O)N1CCOCCOCCOCC1
0.3	3	7	5	-2	46	0	3	-1.2	O=S(=O)(Nc1cccnc1)c1cccs1
-2.3	3	5	5	-7	12	6	-2	-2.1	CCn1cc(C(=O)Nc2ccc(C)c([N+](=O)[O-])c2)cn1
2.4	-2	-4	3	-2	24	-11	7	-0.1	CC1CCc2nc(NC(=O)C3CC3)sc2C1 (centres undefined)
-6.3	-2	7	-1	-16	9	3	1	-0.5	CC(CCc1ccccc1)NC(=O)c1cccc(F)c1 (centres undefined)
2.0	1	3	13	-7	/	2	0	-1.1	CCn1c(O)c(N=NC(=O)CNC(=O)c2ccco2)c2ccccc21
-1.0	-7	0	5	0	4	-36	3	0.2	O=P(Cc1ccccn1)(c1ccccc1)c1ccccc1
-3.3	2	7	6	-1	7	44	10	-3.6	O=C(NCC1CCCO1)c1ccc2c(c1)N(Cc1ccccc1)CCS2 (centres undefined)
-3.0	1	-3	-6	-4	5	25	5	-1.6	N#CCCn1cc(C(=O)Nc2ccccn2)c(-c2ccccc2)n1
-3.9	-9	-3	5	8	2	-10	-6	-0.8	CCOC(=O)Cn1cc(C(=O)c2cccs2)c2ccccc21
-0.5	-4	2	1	5	19	25	-1	0.1	Cc1cccc(NC(=O)c2ccc(NC(C)c3ccccc3)c([N+](=O)[O-])c2)n1 (centres undefined)
-1.1	0	11	4	1	21	13	9	-1.0	O=c1c2ccccc2nc(CSc2ncnc3nc[nH]c23)n1-c1cccc(C(F)(F)F)c1
-3.8	-5	2	5	1	33	-2	1	-2.0	CCc1cccc(NC(=O)Cc2ccc(OC)c(OC)c2)c1
-2.1	5	3	-3	-5	30	-14	4	-3.8	O=C(COc1cccc(Oc2ccccc2)c1)Nc1ncccn1
-6.5	15	2	4	-14	2	16	11	-1.2	COc1cc(C(C)=O)ccc1OCC(O)CNCC1(N2CCCCC2)CCCCC1 (centres undefined)
-2.3	4	-4	4	0	/	3	13	-2.4	O=C(O)C1C(C(=O)O)C1(c1ccccc1)c1ccccc1 (centres undefined)
-2.2	-9	-1	1	-13	22	15	0	-1.5	Cc1nc(NC(=O)CSC2=NCCS2)sc1C(=O)N(C)C
-0.3	4	-4	5	12	1	-24	-8	-5.7	CC(C)CCNCC(=O)NC(c1ccccc1)c1ccccc1
-3.5	-9	3	-2	-5	32	3	-7	-2.1	CCCCn1c(=O)c(F)cn(Cc2ccc(OC)c([N+](=O)[O-])c2)c1=O
-3.7	-1	5	-2	-8	1	-8	-3	-1.1	O=C(COc1ccc(S(=O)(=O)N2CCOCC2)cc1)Nc1ccc2c(c1)OCCO2
-3.8	2	4	4	-9	-12	-19	-1	-1.9	O=C(NCCc1c[nH]c2ccccc12)c1cnc2sccn2c1=O
-1.9	-8	3	2	-24	-8	47	4	-0.3	COc1ccc(-c2cc(C(=O)Nc3cccc(Cl)c3)no2)cc1
-2.9	-9	5	2	-19	-3	18	-2	-0.3	COC(=O)c1ccccc1NS(=O)(=O)c1ccc2c(c1)oc(=O)n2C
2.1	-3	4	1	-20	7	-3	2	-1.0	COc1ccc(C2c3c(-c4ccccc4O)n[nH]c3C(=O)N2CCc2ccc(OC)c(OC)c2)cc1 (centres undefined)
-3.9	-3	1	-2	-23	12	46	5	-1.4	CN1CCN(c2ccccc2NC(=O)c2ccc(-c3cccc(Cl)c3)o2)CC1
0.8	-3	3	8	-11	24	5	2	-1.6	N#C/C(=C\c1c(N2CCCCCC2)nc2ccccn2c1=O)C(=O)NC1CCS(=O)(=O)C1 (centres undefined)
-3.4	-8	-1	7	-4	30	-2	-3	-3.5	Cc1ccc(C)c2[nH]c(=O)c(CCNS(=O)(=O)c3ccccc3)cc12
-2.3	4	3	3	-2	14	32	1	-1.2	CCOc1ccc(CCNC(=O)c2ccc(CS(=O)Cc3ccc(Cl)cc3)o2)cc1OCC (centres undefined)
-1.5	7	/	3	-4	3	-8	3	-2.8	Nc1ncnc(Nc2ccc(S(N)(=O)=O)cc2)n1

# Compound profiles (already shown). Screens in order: IMP-1 inh	pCIP destab	IDE cell inh	IDE cell activ	GPR7 antag	NALP1 yeast inh	PHOSPHO1 block	PfM18AAP inh	VIM-2 inh
# Cc1ccc(C)c2[nH]c(=O)c(CCNS(=O)(=O)c3ccccc3)cc12 reads -3.4	-8	-1	7	-4	30	-2	-3	-3.5
# N#C/C(=C\c1c(N2CCCCCC2)nc2ccccn2c1=O)C(=O)NC1CCS(=O)(=O)C1 (centres undefined) reads 0.8	-3	3	8	-11	24	5	2	-1.6
# O=C(COc1ccc(S(=O)(=O)N2CCOCC2)cc1)Nc1ccc2c(c1)OCCO2 reads -3.7	-1	5	-2	-8	1	-8	-3	-1.1

# Later entries:
IMP-1 inh	pCIP destab	IDE cell inh	IDE cell activ	GPR7 antag	NALP1 yeast inh	PHOSPHO1 block	PfM18AAP inh	VIM-2 inh	mol
-2.5	-19	1	5	-11	2	-1	-11	-1.6	Cc1ccc(NC(=O)CCn2nnc3ccccc32)c(C)c1
-2.6	-13	3	2	-13	3	15	-8	-2.6	CCOc1ccc(NC(=O)c2cccc(NC(=O)c3ccccc3)c2)cc1
-3.8	-11	-2	5	-4	21	-13	2	-2.2	CCC(=O)N1CCCc2cc(S(=O)(=O)N3CCN(c4ncccn4)CC3)ccc21
0.0	-7	2	5	-8	-2	44	-10	0.5	COc1cccc(CN2CCCCC2C(=O)O)c1 (centres undefined)
-4.0	5	/	/	-7	28	-4	-2	0.1	COC(=O)c1cc2sc(Cl)cc2n1Cc1nc(-c2cccc(C)c2)oc1C
-1.4	6	-4	-3	-1	5	18	3	1.0	COc1ccc(C2Nc3ccccc3C(=O)N2Cc2ccccc2)cc1CSc1ccccn1 (centres undefined)
-2.6	-12	-1	-4	-7	10	/	-2	1.0	COc1ccc(NS(=O)(=O)c2cccc3nsnc23)cc1Cl
-5.5	3	3	8	-16	/	42	0	-3.9	O=C(NNC1=Nc2ccccc2SC1)c1ccc(Cl)cc1
-2.7	-9	-2	-1	-7	17	27	-10	-3.9	Cc1c(C(=O)N(C)Cc2cccc(F)c2)oc2c(Cl)cccc12
-1.2	10	4	-3	5	-4	-11	2	-0.9	CC1CN(C(=O)c2cc(COc3c(F)cccc3F)on2)CCN1C (centres undefined)
-1.9	2	-1	3	-2	12	28	-6	-0.8	CCN(c1ccc(F)cc1)S(=O)(=O)c1cccc2nsnc12
-1.0	-10	-3	-2	2	25	26	-17	-1.1	O=C(c1cc(COc2ccc(F)c(F)c2)on1)N1CCOCC1
-1.1	-4	5	3	0	-5	10	-1	-1.1	O=C(CCCC(=O)NCC1CCCO1)NCC1CCCO1 (centres undefined)
-6.3	-5	-3	1	-1	5	-6	2	4.9	COC(=O)c1cc(OC)c(OC)cc1NC(=O)CSc1nnc(-c2cccnc2)n1C
-1.7	-6	3	-6	-7	/	30	0	1.3	CN1C2CCC1CC(OC(c1ccccc1)c1ccccc1)C2 (centres undefined)
-0.4	4	0	0	-11	12	22	6	-1.2	C#CCNC(=O)C1=C[C@@H](C2CC2)[C@H](CCCO)[C@@H](OCC)O1
-1.9	-10	-1	-1	0	10	12	-4	-1.5	CCOc1cc(/C=C(/NC(C)=O)C(=O)O)cc(Cl)c1OCc1ccc(Br)cc1
-5.0	-9	6	3	-6	39	15	20	0.0	Cc1ccc(Cl)c(OCCCCN(C)Cc2ccccc2)c1
-4.7	-9	-2	6	-3	36	2	1	-2.0	O=[N+]([O-])c1ccc(-n2nnnc2-c2ccccc2)c([N+](=O)[O-])c1
0.7	4	6	-4	0	-16	32	-5	3.7	CC(=O)c1sc(-c2ccccc2)nc1C
-1.3	-4	2	3	-15	-1	-30	6	-1.7	O=C(CCNC(=O)c1ccccc1)OCC(=O)c1cccc(Cl)c1
-1.9	4	7	3	11	10	26	-1	-0.8	CCCCc1cc(=O)oc2cc(OCC(=O)N(CC)CC)ccc12
-3.1	-23	9	-3	-13	38	-9	0	-2.7	COc1ccc(CNC(=O)c2sc3nc4c(c(C(F)(F)F)c3c2N)CCC4)cc1OC
-1.7	-11	-4	3	-1	2	23	1	-1.9	O=C(CCCCCn1c(=S)[nH]c2cc3c(cc2c1=O)OCO3)NCCc1ccccc1
-3.6	-10	7	4	-8	8	41	2	-2.2	Cn1c(=O)n(CC(=O)O)c(=O)c2c1nc1n2CCCN1CCc1ccccc1
-2.0	3	/	7	1	9	-9	13	0.3	CCc1ccc(S(=O)(=O)N/N=C\c2ccc([N+](=O)[O-])o2)cc1
-2.6	7	6	7	-1	16	3	11	-3.0	COCCNC(=S)N/N=C/c1c(C)[nH]c2ccccc12
-0.7	-15	2	1	5	1	-7	2	-2.0	CCOC(=O)C(=O)Nc1ccccc1C(=O)OC
-2.9	-17	2	0	-4	-4	10	0	-3.5	COc1ccc(CN(CC(=O)NC2CCCC2)C(=O)c2onc(C(N)=O)c2N)cc1
-1.3	0	/	1	-9	9	31	0	-3.4	CC(=O)NC(Cc1ccc(F)c(F)c1)C(=O)NC1CCN(S(=O)(=O)c2ccc(C)cc2)CC1 (centres undefined)
-0.7	2	1	5	-2	5	-16	6	-1.2	Cc1ccc(N2CCN(CC(O)COc3ccccc3)CC2)cc1 (centres undefined)
-2.3	-5	2	-6	-5	4	14	2	-2.5	O=C(C1CCCC1)N1CCC(CO)(Cc2ccccc2Cl)CC1
-3.5	4	-2	/	-9	-14	-18	4	-4.0	Cc1nc([N+](=O)[O-])cn1CC(O)c1ccccc1 (centres undefined)
-3.1	-7	5	-10	-2	25	-14	1	-2.0	COc1ccc(N2CCN(C(=O)C3CCC(Cn4c(=S)[nH]c5ccccc5c4=O)CC3)CC2)cc1 (centres undefined)
